Bioassay records from PubChem BioAssay.
KDM5B inhibitor = inhibitors of human KDM5B histone demethylase. Potency, µM (top dose mostly 57.7 µM), for inactives: at the top dose activity change, negative = inhibition, most hits filed as inhibitors. KDM5B demethylase, FDH-coupled NADH fluorescence (FDH is formaldehyde dehydrogenase). Q9UGL1. 220,000 compounds, 2.6% hits; active = well fitted inhibition curve with a large enough effect; inconclusive = small, poorly fitted or top-dose-only effect; inactive = no such curve, though single readings can be large or run the other way; also: 0% is about no effect; nearly all actives have a fitted effect of over 70% in size
Target sequence (Q9UGL1 whole entry, looked up): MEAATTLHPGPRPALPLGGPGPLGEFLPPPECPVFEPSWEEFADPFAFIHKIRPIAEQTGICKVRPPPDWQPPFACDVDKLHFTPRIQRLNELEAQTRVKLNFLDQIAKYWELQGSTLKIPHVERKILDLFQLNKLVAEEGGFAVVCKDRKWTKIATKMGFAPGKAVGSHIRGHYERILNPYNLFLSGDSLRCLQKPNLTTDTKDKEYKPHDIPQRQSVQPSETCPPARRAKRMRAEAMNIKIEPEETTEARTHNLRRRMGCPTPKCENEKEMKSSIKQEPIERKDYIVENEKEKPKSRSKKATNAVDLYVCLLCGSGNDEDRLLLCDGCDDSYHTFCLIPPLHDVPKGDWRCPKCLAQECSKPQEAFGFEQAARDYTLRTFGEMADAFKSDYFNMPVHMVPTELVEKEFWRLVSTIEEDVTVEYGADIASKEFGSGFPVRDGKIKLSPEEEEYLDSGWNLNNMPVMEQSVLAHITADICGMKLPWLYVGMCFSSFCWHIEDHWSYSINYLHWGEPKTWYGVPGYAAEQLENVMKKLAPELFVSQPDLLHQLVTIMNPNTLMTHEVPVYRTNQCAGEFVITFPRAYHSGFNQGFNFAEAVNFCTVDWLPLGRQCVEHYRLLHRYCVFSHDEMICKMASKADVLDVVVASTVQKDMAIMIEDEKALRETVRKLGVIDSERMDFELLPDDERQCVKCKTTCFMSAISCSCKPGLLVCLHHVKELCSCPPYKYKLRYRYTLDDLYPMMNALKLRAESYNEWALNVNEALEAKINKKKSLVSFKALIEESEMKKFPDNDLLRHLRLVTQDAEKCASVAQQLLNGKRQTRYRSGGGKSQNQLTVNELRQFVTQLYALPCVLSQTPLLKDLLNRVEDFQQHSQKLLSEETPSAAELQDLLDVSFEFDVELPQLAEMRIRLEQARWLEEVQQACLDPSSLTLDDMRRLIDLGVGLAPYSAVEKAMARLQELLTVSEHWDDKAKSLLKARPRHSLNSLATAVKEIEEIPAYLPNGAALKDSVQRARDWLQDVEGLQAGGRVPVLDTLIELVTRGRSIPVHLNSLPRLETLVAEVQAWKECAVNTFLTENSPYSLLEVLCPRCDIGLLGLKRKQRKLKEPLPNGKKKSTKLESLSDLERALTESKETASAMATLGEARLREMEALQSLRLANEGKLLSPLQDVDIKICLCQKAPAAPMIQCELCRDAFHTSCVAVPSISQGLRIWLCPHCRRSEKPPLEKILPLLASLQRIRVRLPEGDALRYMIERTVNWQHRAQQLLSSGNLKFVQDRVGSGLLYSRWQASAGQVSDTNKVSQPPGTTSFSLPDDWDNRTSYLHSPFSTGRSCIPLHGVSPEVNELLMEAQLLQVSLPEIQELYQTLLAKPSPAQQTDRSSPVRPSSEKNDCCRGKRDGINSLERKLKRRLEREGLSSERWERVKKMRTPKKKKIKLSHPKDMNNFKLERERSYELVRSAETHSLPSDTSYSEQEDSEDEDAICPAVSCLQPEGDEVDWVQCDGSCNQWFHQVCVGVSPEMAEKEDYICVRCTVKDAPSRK
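Measured: NADH fluorescence change, 30 min, RT. System: KDM5BΔAP 200 nM final, H3K4me3 peptide, α-KG, Fe(II), ascorbate, NAD⁺ plus FDH, pH 7.5 HEPES. Compounds: titrated, 10 min pre-incubation with enzyme.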
The depositor's hits bear a star; ? = inconclusive; & = joins results of further samples; [ ] = dose if it differs, or a comment. Potency is read from the fitted curve at half-maximal effect.

KDM5B inhibitor,smiles
2%,Cc1cccc(C2CCCN2C(=O)Nc2ccc(Br)c(C)c2)c1 (stereo unspecified)
-27%,O=[S+]1([O-])NCC2(CCN(Cc3ccc(F)cc3)C2)Nc2ccccc21 (stereo unspecified)
?,O=C1CC(c2ccc(F)cc2)c2cc(Br)c3ccccc3c2N1 (stereo unspecified)
-7%,O=C(Nc1ccc(O)c(-c2nc3ccccc3o2)c1)c1ccc(Br)cc1
-12%,NNc1ccc(NS(=O)(=O)c2ccc(Cl)cc2)cc1[N+](=O)[O-]
-19%,Cc1cc(SCC(=O)NC(=O)NCc2ccccc2)nc2ccccc12
-26%,COC(=O)c1sccc1S(=O)(=O)N(CC(=O)Nc1ccc(C)cc1)c1ccccc1
6%,COC(=O)CSc1nc2c(c(=O)n(C)c(=O)n2C)n1CCCc1ccccc1

Other entries
KDM5B inhibitor,smiles
14%,CC(=O)/C(N=Nc1cc2c(c([N+](=O)[O-])c1C)C(C)(C)CC2(C)C)=C(\C)O
?,CN(Cc1ccccc1)C(=O)c1ccc2c(c1)NC(C)(CCCCN1CCOCC1)CO2 (stereo unspecified)
?,FC(F)(F)c1ccc2nnc(-c3cc(Br)ccc3OCc3ccccc3)n2c1
-12%,Cn1c(N)c(C(=O)COC(=O)c2ccc(Cl)c(S(=O)(=O)N3CCCC3)c2)c(=O)n(C)c1=O
6%,Cc1nn(-c2ccccc2)c(Oc2ccc(F)cc2F)c1CCC(=O)N1CCSCC1
-4%,C=CCN(CC=C)Cc1cc(=O)n2c(-c3ccccc3)csc2n1
-18%,C=CCNC(=O)CCc1c(C)nn(-c2ccc(F)cc2)c1Oc1cccc(F)c1
-28%,CC(C)(C)n1cnc2cc(NCc3ccccc3Cl)ccc21

(cont.)
KDM5B inhibitor,smiles
10%,CCOc1ccccc1NC(=O)CCS(=O)(=O)c1cccc2nsnc12
?,CC(C)NC(=O)N1CCOC2(CCN(C(=O)CCCN)CC2)C1
?,Cn1c2c(c3ccccc31)CN(C(=O)NC1CCCCC1)CC2
?,N#Cc1cnc2ccccc2c1N1CCCCCC1
-9%,CCNC(=S)NNC(=O)c1ccccc1
-3%,CN(CC(N)=O)C(=O)[C@@H]1[C@@H](NC(=O)Nc2ccc(F)cc2F)CCN1C(=O)CC(C)(C)C
-7%,Cc1cccc(N2CCN(C(=O)Cn3nc(C)c4sc5ccccc5c4c3=O)CC2)c1C
-18%[115 µM],COc1ccc(-n2nnnc2N2CCN(C(=O)Nc3ccc(C)c(F)c3)CC2)cc1C

(continued)
KDM5B inhibitor,smiles
-28%,O=C(NCC(c1ccc2c(c1)OCO2)N1CCN(c2ccccc2)CC1)c1ccc(F)c(F)c1 (stereo unspecified)
-3%,CCCn1cc(C(=O)CSc2nnc(C)s2)c2ccccc21
9%,CC(=O)c1c(C)nc(Nc2nc3ccccc3s2)nc1C
?,CC(C)c1nc(N2CCCC2)c(C#N)c2c1CCCC2
?,O=C1NCCCCCCN(Cc2ccncc2)[C@@H]2CN(C(=O)c3cccs3)CC[C@@H]12
3%,COCc1nnc(NC(=O)C2CC(=O)N(C3CCCCC3)C2)s1 (stereo unspecified)
5%,O=C(NCC1CCCCC1)C1CCN(C(=O)c2ncn3c2COC(c2ccc(F)cc2)C3)CC1 (stereo unspecified)
-20%,COc1ccc(NC(=O)C2CCN(c3cnccn3)CC2)cc1Cl

Additional results follow.
KDM5B inhibitor,smiles
10%,Cc1nccn1CCc1nc2cc(NC(=O)C(C)C)ccc2n1C
4%,CCc1cccc(NC(=O)C2CCCCC(=O)N2)c1 (stereo unspecified)
12%,CCn1ccc(C(=O)NCCc2noc(-c3ccncc3)n2)n1
?,CCC1=C(C(=O)OC)C(c2ccc(C)cc2)N2C(CC(=O)N3CCCC3)=CSC2=N1 (stereo unspecified)
-17%[86.2 µM],O=C1N(C2CCOCC2)C[C@H]2CN(Cc3ccccc3F)CCN12
17%,NC(=O)NC(=O)CCN1CCOC(c2ccc(F)cc2)C1 (stereo unspecified)
-8%,Cc1cc(C)cc(C(=O)NC2CCCN(c3cc(-c4ccc(F)cc4)[nH]n3)C2)c1 (stereo unspecified)
1%,COCc1nn(CC(=O)N(C)Cc2nccs2)c(=O)n1-c1ccccc1

Molecules above that contain a Cl atom, in the order listed:
KDM5B inhibitor,smiles
-12%,NNc1ccc(NS(=O)(=O)c2ccc(Cl)cc2)cc1[N+](=O)[O-]
-12%,Cn1c(N)c(C(=O)COC(=O)c2ccc(Cl)c(S(=O)(=O)N3CCCC3)c2)c(=O)n(C)c1=O
-28%,CC(C)(C)n1cnc2cc(NCc3ccccc3Cl)ccc21
-20%,COc1ccc(NC(=O)C2CCN(c3cnccn3)CC2)cc1Cl

(listing goes on)
KDM5B inhibitor,smiles
-28%,O=C(Cn1cc(SCc2ccc(C(F)(F)F)cc2)c2ccccc21)N1CCCCCC1
?,CCn1nccc1C(=O)N1CC[C@H]2C(=O)NCCCCCCN(Cc3ccncc3)[C@@H]2C1
14%,O=C(CN1C(=O)COc2ccccc21)NC1CCCC1
?,COc1cc(NC(=O)CN2CCN(CC(=O)Nc3ccccc3OC)CC2)cc(OC)c1
-25%,COc1cccc(CN(Cc2ccco2)c2cnc(S(C)(=O)=O)nc2C(=O)Nc2cccc(Cl)c2C)c1
29%,CCc1ccc(S(=O)(=O)N2CCC(n3cnnc3CCOC)CC2)cc1
-12%,Cc1sc2ncn(CC(=O)N3CCN(c4ccc(F)cc4)CC3)c(=O)c2c1S(=O)(=O)N1CCC(C)CC1
-21%,CCOC1CCOC2(CCN(C(=O)c3ccn(CC)n3)CC2)C1 (stereo unspecified)

Additional entries follow:
KDM5B inhibitor,smiles
-11%,Cn1cc(CN2C[C@H](C(=O)Nc3cccc(F)c3)C[C@H]2c2cccc(C(F)(F)F)c2)cn1
24%,CCc1ccc(NC(=O)CS(=O)CC(=O)Nc2ccc(-n3cnnn3)c(C)c2)cc1 (stereo unspecified)
-1%,CN(CC(=O)Nc1ccccc1Cl)Cc1csc(-c2ccccc2)n1
19%,COCCCn1c(-c2ccccc2Cl)n[nH]c1=S
-23%,O=C(O)c1cccc(Nc2ncnc3scc(-c4ccccc4)c23)c1
?,O=C(O)c1ccc(N2C(=O)C/C(=C/c3c[nH]c4ccccc34)C2=O)cc1
-16%,COc1ccc(C(=O)/C=C/c2ccc(N)cc2)cc1
-13%,COc1cccc2cc(-c3cn4c(n3)sc3cc(F)ccc34)c(=O)oc12

The list continues:
KDM5B inhibitor,smiles
20%,O=C(O)C1Cc2ccccc2S1 (stereo unspecified)
5%,CC(C)CCN1CCC(Oc2ccc(C(N)=O)cn2)CC1
51%[activator],O=C(C1CC1)N1CCC(c2nc(-c3ccc4nc[nH]c4c3)no2)CC1
9%,O=C(Nc1nc(C23CC4CC(CC(C4)C2)C3)cs1)c1cc(-c2ccncc2)nc2ccccc12
-4%,COc1cc(NC(=O)C(=O)Nc2ccc3nc4n(c(=O)c3c2)CCCCC4)cc(OC)c1OC
20%,Cc1cc(C)c2nc(SCC(=O)N(C)C)cc(C)c2c1
-12%,Brc1ccc2[nH]c3c(c2c1)CCCCC3
?,CCc1noc(-c2cccn3c(CNC(=O)COc4cccc(C)c4)nnc23)n1

Following part
KDM5B inhibitor,smiles
-14%,CCn1nc(-c2ccccc2S(=O)(=O)NC(C)(C)C)nc1N(C)C
?,O=C(c1ccc2c(c1)OCO2)N1CCC2(CC1)CC(c1cccc(C(F)(F)F)c1)=NO2
?,COCCCNC(=O)c1sc2nc(C)c(C(=O)Nc3ccc(C)cc3C)c(-c3ccc(Br)cc3)c2c1N
-11%&-23%,CC(C)(C)C(=O)N1CCC2(C1)C(=O)N(CCc1ccccc1)c1ccccc12 (stereo unspecified)
28µM*,CN(C)C[C@@H]1CN(C2CCOCC2)C[C@H]1NC(=O)c1cc2ccccc2[nH]1
-22%,Cc1ccccc1NC(=O)Nc1ccnn1C1CCN(C(=O)CCN)CC1
16%,CCOC(=O)c1cc2ccccc2cc1O
-24%,Cc1cccc(N2CCN(C(=O)c3cc4c(=O)oc5ccccc5c4s3)CC2)c1C

Later entries.
KDM5B inhibitor,smiles
21%,CCCn1nnc(NCc2cccc(Cl)c2)n1
-8%,COc1ccc(C)cc1-n1nnc(-c2nc(-c3ccccc3)no2)c1N
-17%,COc1ccc(Nc2cc(C)nc3ccc(Cl)cc23)cc1
-13%,COc1ccccc1CCNC(=O)CSc1ccccc1C(=O)OCC(=O)C(C)(C)C
10%&-10%,COc1cccc(C2C(C(N)=O)=C(C)Nc3nc(CCCO)nn32)c1 (stereo unspecified)
-16%,O=C(NCC1(O)CCCN(C(=O)c2cccs2)CC1)N1CCOCC1 (stereo unspecified)
-19%,CCOc1ccc(NC(=O)CSc2oc(-c3ccco3)nc2S(=O)(=O)c2ccc(C)cc2)cc1
-29%,CC1CCCN1Cc1c(C(=O)N2CCCCCCC2)nc2sccn12 (stereo unspecified)

Continued:
KDM5B inhibitor,smiles
?,O=C1CO[C@H]2CCN(Cc3ccncc3Cl)CC[C@@H]2N1c1ccccc1
1%,Cc1cccc(NC(=O)C2CCC(CNS(=O)(=O)c3csc(C(N)=O)c3)CC2)c1C (stereo unspecified)
15%,CSc1ccc(C(=O)N2CCC(n3nccc3NC(=O)CC(C)C)CC2)cc1
?,CC(C)c1nc(CNC(=O)CC2C(=O)NCCN2Cc2ccc(F)cc2Cl)cs1 (stereo unspecified)
?,CC(C)(C)OC(=O)N1CCC(c2c(C(=O)NCc3ccco3)cnn2-c2ccc(F)cc2F)CC1
7%,COc1cc(NC(=O)C2CC3CCC2C3)c(OC)cc1Cl (stereo unspecified)
-9%,CCOC(=O)C1CCCN(C(=O)c2ccc3c(c2)N(Cc2ccc(Cl)cc2)C(=O)c2ccccc2S3=O)C1 (stereo unspecified)
-9%[115 µM],CCNC(=O)N1C[C@@H]2OCC(=O)N(CC3CC3)[C@@H]2C1

The list goes on.
KDM5B inhibitor,smiles
?,Cn1ccc2c(C(=O)NCc3cccnc3)nc(-c3ccc(N4CCOCC4)cc3)cc21
10%,Cc1ccc(NC(=O)Nc2nnc(SCC(=O)Nc3ccc(F)cc3F)s2)cc1
5%,O=C(/C=C/Nc1ccc(F)cc1)C(F)(F)F
6%,CC(O)CSc1nc2c(c(=O)[nH]c(=O)n2C)n1Cc1ccccc1Cl (stereo unspecified)
16%,CSc1sc(C(=O)NC(=O)NCc2ccncc2)c(C)c1-c1ccon1
?,CC1=C(C#N)C(c2ccccc2)C2=C(CC(C)(C)CC2=O)N1 (stereo unspecified)
?,COc1cccc(CN(C)CC(C)N2CCOCC2)c1O (stereo unspecified)
21%,Cc1ccc(C(=O)NC(CC(=O)O)c2cccs2)o1 (stereo unspecified)

Next structures
KDM5B inhibitor,smiles
1%,C/C(=N/N=C(c1ccccc1)c1ccccc1)c1ccncc1
-18%,O=C(c1cc(=O)c2ccccc2o1)N(Cc1cccs1)C1CCS(=O)(=O)C1 (stereo unspecified)
22%,Cc1cccc(NC(NC(=O)C(C)C)(C(F)(F)F)C(F)(F)F)c1
-9%,Cn1c(NC2CCCC2)nc2c1c(=O)n(Cc1ccc(Cl)cc1)c(=O)n2C
?,N#C/C(=C/c1ccc(C#N)cc1)C(=O)Nc1ccc(N2CCOCC2)cc1
9%,O=C(Nc1ccc(F)c(F)c1)C1CCCN(S(=O)(=O)c2cccc3nonc23)C1 (stereo unspecified)
-9%,Cn1nccc1C(=O)NC1CCCN(c2cc(N3CCCC3)ncn2)C1 (stereo unspecified)
?,CCOc1ccc(NC(=O)Cn2c(C)ccc(C#N)c2=O)cc1

Among those listed so far, six contain a CF3 group.
KDM5B inhibitor,smiles
?,FC(F)(F)c1ccc2nnc(-c3cc(Br)ccc3OCc3ccccc3)n2c1
-28%,O=C(Cn1cc(SCc2ccc(C(F)(F)F)cc2)c2ccccc21)N1CCCCCC1
-11%,Cn1cc(CN2C[C@H](C(=O)Nc3cccc(F)c3)C[C@H]2c2cccc(C(F)(F)F)c2)cn1
?,O=C(c1ccc2c(c1)OCO2)N1CCC2(CC1)CC(c1cccc(C(F)(F)F)c1)=NO2
5%,O=C(/C=C/Nc1ccc(F)cc1)C(F)(F)F
22%,Cc1cccc(NC(NC(=O)C(C)C)(C(F)(F)F)C(F)(F)F)c1

(list continues)
KDM5B inhibitor,smiles
7%,CCn1ncc(N2CCC(NC(=O)Cc3ccc(OC)cc3)CC2)cc1=O
22µM*,Cc1cnc(CC2CCN(C(=O)c3cccc4[nH]ccc34)CC2)n1CC1CC1
1%,NC(=O)C1CCN(C(=S)NC2CC3C=CC2C3)CC1 (stereo unspecified)
?,O=C(N/N=C/c1cccs1)c1ccncc1
2%,O=C1CC(c2ccccc2)N(C(=O)CNC(=O)c2cnccn2)CCCCCCN1 (stereo unspecified)
11%,CN(C)c1ccc(NC(=O)CCCc2c[nH]c3ccccc23)cc1
-11%,Cc1cc(CC(C)NC(=O)Cc2c(C)[nH]c3ccccc23)n[nH]1 (stereo unspecified)
-24%,Cc1cc(=O)n(CC(=O)Nc2ccc(F)c(Cl)c2)c(N2CCc3ccccc3C2)n1

Later entries.
KDM5B inhibitor,smiles
-12%,CCC(=O)N1CCCN(S(=O)(=O)c2ccccc2)CCC(=O)NCC1
?,COc1ccc(OC)c(NC(=O)Cn2ccn3nc(-c4ccccc4)c(CO)c3c2=O)c1
4%[86.2 µM],CCn1c2c(c(=O)n1Cc1ccccc1)CCN(C(=O)CCc1ccccn1)C2
?,CCC(C)NC(=O)c1sc2nc(C)c(C(=O)Nc3ccc(C)cc3C)c(-c3ccc(Cl)cc3)c2c1N (stereo unspecified)
32µM*,COCCN1Cc2ccc(NCC(C)C)nc2C(C)(C(=O)NCc2cccnc2)C1 (stereo unspecified)
?,O=C(COC(=O)/C=C/c1cccc2cccnc12)Nc1ccc(O)cc1
28µM*,c1ccc(CN2CCC[C@H]2c2nc(-c3ccnc(N4CCOCC4)c3)no2)nc1
-2%,COCCn1cnc2c1c(=O)n(CC(=O)Nc1ccccc1C)c(=O)n2CC(C)C

These rows are one share of the data; count on the stated rates, not on these rows.
